# LANA DNA inh – inhibitors of KSHV C-LANA binding to DNA, primary screen, biochemical, fluorescence polarization, FAM-LBS DNA, MBP-C-LANA, single point; AID 504423, 2011; inhibition, % at 9 µM; 340,000 tested, 0.078% active; Kaposi's sarcoma herpesvirus LANA C-terminal domain (residues 932-1162) DNA binding;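 active = highest replicate inhibition at or above 60% at 9 µM, even if other replicates fall short; inactive = all replicates below 60% inhibition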;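 also: 0% = neutral control wells and 100% = 4 µM acridine orange control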
# RTF Ca sens inh – cardiac RTF calcium sensitivity inhibitors, primary screen, biochemical, IANBD-TnC fluorescence, EC70 calcium. Troponin I, cardiac muscle (Homo sapiens) + Troponin T, cardiac muscle (Homo sapiens) + …. IANBD-labeled cardiac RTF, Ca2+ fluorescence. inhibition, % at 7.15 µM. 340,000 tested, 0.12% active;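 active = inhibition above the mean inhibition of all tested compounds plus 3 SD, cut at about 17% in these data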;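 also: assay run at fixed EC70 calcium of 1.6 mM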
# NSD2 HMT inh – NSD2 histone methyltransferase inhibitors, primary screen, biochemical, AlphaScreen, single concentration, set 2. 310,000 tested, 0.54% active. inhibition, % at 12.5 µM. AID 743445, 2014. NSD2 peptide methylation, 120 min. Histone-lysine N-methyltransferase NSD2 (Homo sapiens), O96028; in the data active = inhibition above about 50%
# Keap1-Nrf2 PPI – Keap1-Nrf2 protein-protein interaction inhibitors, primary screen, biochemical, fluorescence polarization, single point. Keap1 Kelch-Nrf2 peptide fluorescence polarization, 1536-well. inhibition, % at 9.4 µM. AID 504523, 2011. 340,000 tested, 0.15% active. Kelch-like ECH-associated protein 1 (Homo sapiens), Q14145; in the data active = inhibition above about 12%;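 also: human Keap1 Kelch domain with fluorescein labeled Nrf2 9mer peptide probe; 0% = neutral control wells and 100% = peptide positive control; higher means more block of Keap1 binding to Nrf2 peptide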
# PKA-R2B act – activators of PKA-R2B holoenzyme, primary screen, biochemical, fluorescence polarization, Cy5-IP20, human; PKA-R2B holoenzyme dissociation; R2B truncated from residue 108, S112A mutant; 0% DMSO only, 100% 113 µM cGMP; cAMP-dependent protein kinase catalytic subunit beta (Homo sapiens) + cAMP-dependent …; 340,000 tested, 0.079% active; AID 504700, 2011; activation, % at 11.4 µM;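 active = activation above a cutoff set at the mean over all compounds plus 3 SD, cut at about 18% in these data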;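 also: higher means more holoenzyme dissociation and a rise in polarization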
# Target sequence (P31323 whole entry, looked up, other chains not shown, the tested form may be a part): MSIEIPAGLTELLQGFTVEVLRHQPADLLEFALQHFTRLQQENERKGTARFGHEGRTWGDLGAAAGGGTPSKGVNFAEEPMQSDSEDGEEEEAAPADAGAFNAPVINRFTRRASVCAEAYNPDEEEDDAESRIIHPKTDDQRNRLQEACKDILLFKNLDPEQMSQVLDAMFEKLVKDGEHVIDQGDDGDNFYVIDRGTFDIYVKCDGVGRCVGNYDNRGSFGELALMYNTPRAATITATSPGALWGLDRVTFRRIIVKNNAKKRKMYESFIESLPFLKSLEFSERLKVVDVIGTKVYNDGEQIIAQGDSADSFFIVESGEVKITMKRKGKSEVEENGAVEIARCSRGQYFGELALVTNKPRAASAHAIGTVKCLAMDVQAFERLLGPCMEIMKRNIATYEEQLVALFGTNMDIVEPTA
# Arr AP2 block – inhibitors of beta-arrestin/AP2 binding, primary screen, biochemical, GPCR trafficking, flow cytometry; beta-arrestin 1 C-terminal peptide binding to AP2 beta2-adaptin appendage (human); FITC-arrestin peptide / GST-AP2 beads; AP2 beta2 appendage carries R879A mutation; inhibition, % at 10 µM; 340,000 tested, 0.31% active; AID 504490, 2011;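 active = inhibition above a set limit, near 3 SD of compounds lacking own fluorescence, cut at about 54% in these data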;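 also: plate controls were DMSO wells for no effect and 5 µM unlabelled arrestin peptide for full effect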
#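 system = GST-tagged AP2 beta2-adaptin appendage (R879A) on 4 µm glutathione beads | reagent = FITC-labelled arrestin peptide probe, 50 nM final | schedule = compound with beads 12 min RT, then probe 1 h RT | signal = HyperCyt-sampled flow cytometry, FL1 channel, ex 488/em 535 nm | read-out = percent response from loss of bead-bound FITC fluorescence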
# DAGLB inh – DAGLB lipase inhibitors, primary screen, biochemical, fluorescence, HTS; AID 504411, 2011; 340,000 tested, 0.059% active; Diacylglycerol lipase-beta (Homo sapiens), Q8NCG7; inhibition, % at 5.17 µM; HEK293T DAGLB membrane lysate, EnzChek fluorogenic substrate; in the data active = inhibition above about 34%;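 also: 0% = enzyme with vehicle and 100% = wells lacking enzyme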
# SR-BI HDL uptake – inhibitors of SR-BI mediated HDL lipid uptake, primary screen, ldlA[mSR-BI] cells, fluorescence, single point | Scavenger receptor class B member 1 (Mus musculus), Q61009 | ldlA[mSR-BI] CHO cells, DiI-HDL uptake fluorescence, 3 h | inhibition, % at 12.5 µM | 320,000 tested, 0.96% active | AID 488896, 2010;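 active = mean replicate inhibition of at least 70% and a set share of replicates each scoring 70 or more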;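 also: 0% = median of neutral control wells and 100% = median of positive control wells; values of inactives mirror those of a sister screen read the other way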
# Target sequence (Q61009 whole entry, looked up): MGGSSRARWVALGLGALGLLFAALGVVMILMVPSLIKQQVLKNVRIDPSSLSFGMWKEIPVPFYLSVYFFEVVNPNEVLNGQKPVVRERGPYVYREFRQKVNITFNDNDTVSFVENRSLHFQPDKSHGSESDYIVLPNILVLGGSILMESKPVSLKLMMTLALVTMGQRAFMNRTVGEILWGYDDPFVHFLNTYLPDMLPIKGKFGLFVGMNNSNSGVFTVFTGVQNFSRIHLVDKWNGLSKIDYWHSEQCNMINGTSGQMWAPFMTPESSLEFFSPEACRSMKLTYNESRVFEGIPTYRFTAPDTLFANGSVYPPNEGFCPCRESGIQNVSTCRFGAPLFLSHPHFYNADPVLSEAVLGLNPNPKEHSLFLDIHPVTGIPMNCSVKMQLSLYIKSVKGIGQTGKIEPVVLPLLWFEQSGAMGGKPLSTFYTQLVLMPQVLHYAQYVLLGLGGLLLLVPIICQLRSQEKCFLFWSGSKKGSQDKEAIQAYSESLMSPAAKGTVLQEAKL
# SR-BI uptake up – activators of SR-BI mediated DiI-HDL uptake, primary screen, ldlA[mSR-BI] CHO cells, DiI fluorescence; activation, % at 12.5 µM; 320,000 tested, 0.096% active; 3 h; 100 = double the neutral-control signal;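 active = mean replicate activation of at least 60% and every replicate at or above 60%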;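 also: 0% = median plate neutral-control signal and 100% = twice that signal; values of inactives mirror those of a sister screen read the other way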
#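 Test system: SR-BI-overexpressing, LDLR-lacking CHO cells; Medium: Ham's F12 with 0.5% BSA, HEPES 25 mM, pH 7.4; Schedule: 3 h, 37 °C; Technique: bottom-read fluorescence, 550/595 nm.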
# PvdQ inh – P. aeruginosa PvdQ acylase inhibitors, primary screen, biochemical, fluorescence, plate reader and imaging, single point; PvdQ acylase [Pseudomonas aeruginosa LESB58]; purified PvdQ acylase; inhibition, % at 10 µM; 340,000 tested, 0.063% active; in the data active = inhibition above about 30%, passing the limit was not always enough;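 also: 0% = vehicle neutral wells and 100% = reference inhibitor wells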
# Starred values were filed as active, the others as inactive; . = not tested or not shown.
SMILES,LANA DNA inh,RTF Ca sens inh,NSD2 HMT inh,Keap1-Nrf2 PPI,PKA-R2B act,Arr AP2 block,DAGLB inh,SR-BI HDL uptake,SR-BI uptake up,PvdQ inh
Cc1ccc(N2CC(C(=O)Nc3nnc(SCCN4CCOCC4)s3)CC2=O)cc1 (stereo not drawn),-0.9,0,-2,0,7,41,-2,-9,.,5
O=[N+]([O-])c1ccccc1/C=C/c1ccc2ccccc2n1,0.4,-7,1,-7,0,-3,-5,32,-32,-5
Cc1ccc(CNC(=O)CCC2CCCN(C(=O)CCC(F)(F)F)C2)o1 (stereo not drawn),0.4,-8,-4,-3,-15,-7,-3,-18,18,-14
Cc1c(NS(=O)(=O)c2cccc(C(=O)Nc3cccc(F)c3)c2)c(=O)n(-c2ccccc2)n1C,-0.1,-11,0,-4,-13,3,-4,14,-14,7
O=C(N/N=C/c1ccco1)C1CCCC1,0.3,1,2,4,-4,13,1,-24,24,1
COc1ccc(CN(C)C(=O)c2cc(-c3ccccc3)nc3ccc(C)cc23)c(OC)c1OC,-0.6,-2,0,3,2,-8,-9,39,.,-12
Cc1cccc(S(=O)(=O)Nc2nc3ccccc3nc2Nc2cccc(C(=O)O)c2)c1,1.9,-4,8,3,1,22,12,-13,13,6
Cc1ccc(C)c(Nc2nc3ccccc3n3cnnc23)c1,-3.0,5,3,-1,5,-2,-1,-13,13,-6
CCCN1CCN(CCCNC(=O)CCn2nc(-c3ccccc3)ccc2=O)CC1,-1.6,-5,0,4,0,4,2,-16,16,-3
O=C(N/N=C/c1ccccn1)c1cc(-c2ccc(Br)s2)[nH]n1,-0.7,-4,-3,4,-5,16,5,.,.,-6
CCc1c(C(=O)Nc2ccccc2)c(C)[nH]c(=S)c1C#N,1.3,1,1,0,-5,36,-1,-7,7,2
NS(=O)(=O)c1ccc(NC(=S)NCc2ccc(F)cc2)cc1,0.1,-14,3,-3,-7,-33,-1,-3,3,-13
O=S(=O)(Nc1cccnc1)c1ccc(Br)c2ccccc12,-2.0,1,5,-7,-8,-1,5,-12,12,-1
Cc1ccc(Cn2cnc3c(nnn3Cc3ccc(Cl)cc3)c2=O)cc1,0.2,1,1,-13,-10,4,0,-10,10,-3
CCC1CCCCN1CCCNC(=O)c1ccc2nc(N3CCC(C)CC3)sc2c1 (stereo not drawn),0.3,-3,4,3,-3,24,1,29,-29,9
CCOC(=O)c1cnn(-c2ccccc2)c1NC(=O)CCl,0.3,7,-3,-4,-15,0,1,-37,37,4
COc1ccccc1NC(=S)NC(=O)Cc1ccc(Cl)cc1,-1.3,-2,-4,3,2,-3,-10,-2,2,-3
CCc1nc(SCC(=O)NCC2CCCO2)c2c(=O)n(C)c(=O)n(C)c2n1 (stereo not drawn),-0.1,4,0,-1,9,48,1,0,0,3
COc1ccc(CCNC(=O)COC(=O)/C=C/c2cccs2)cc1OC,-0.9,-7,-2,2,0,18,-2,-14,14,-2
O=C(NCc1ccccn1)c1cn(CCc2ccccc2)nn1,0.7,-10,-1,3,0,2,0,-25,25,-16
CCOC(=O)C1=C(C)c2ccccc2N(S(=O)(=O)C(F)(F)F)C1C(=O)OCC (stereo not drawn),0.9,0,.,3,-1,-17,-5,-18,18,-17
O=C(CNc1ccccc1F)Nc1cccc(S(=O)(=O)N2CCCCC2)c1,1.9,-4,7,-1,-3,3,-1,15,-15,8
Cc1c2cnn(CC(=O)NCCCN3CC(C)CC(C)C3)c(=O)c2c(C)n1Cc1ccc(Cl)cc1 (stereo not drawn),-1.2,-4,14,-1,-1,17,1,6,-6,7
O=c1[nH]c(=S)n(-c2cccc(Cl)c2)c(O)c1/C=N/N1CCOCC1,-0.6,3,1,-1,2,22,1,-13,13,19
O=C(O)/C=C/c1cccc(NC(=O)Nc2ccc([N+](=O)[O-])cc2)c1,0.7,2,-1,1,6,13,3,0,0,22
CCCCNC(=O)CSc1nc2cc3c(cc2c(=O)n1CCC(=O)NCCc1ccc(OC)c(OC)c1)OCO3,-0.5,2,41,-2,-7,-28,1,4,-4,-4
CC(C(=O)NC1CCCCC1)N(Cc1ccccc1)C(=O)c1snc(C(N)=O)c1N (stereo not drawn),0.3,-4,2,-1,-6,7,2,.,.,-8
Cc1nc2ccccc2nc1NS(=O)(=O)c1ccc(N)cc1,0.3,-4,-1,-3,-12,21,-1,-3,3,19
COc1cc(OC)c2c(C)cc(=O)oc2c1C(CCN1CCOCC1)c1ccc(N(C)C)cc1 (stereo not drawn),-0.5,6,.,0,-4,-3,2,-21,21,-12
N/C(=N\OC(=O)COc1ccc(Br)cc1)c1cccnc1,-0.4,2,-3,-2,-4,-7,-6,11,-11,-7
Cc1cccc(Cc2nnc(CCC(=O)NCc3ccncc3C)o2)c1,-1.7,-3,9,0,3,-2,-3,14,-14,0
CCC(=O)Nc1c(-c2ccccc2Cl)c(=O)c2ccccc2n1CC,-1.1,-3,-1,0,12,32,-2,-5,5,11
Cc1ccccc1NC(=O)Cn1nc(-c2ccc(Cl)s2)ccc1=O,0.4,-7,2,-1,-8,3,-2,-2,2,1
Cc1cc(=O)oc2cc(OCC(=O)Nc3cccc(S(=O)(=O)N(C)C)c3)ccc12,2.4,-4,1,0,-4,7,0,15,-15,-5
CC(C)CNc1ncnc2c1cnn2Cc1ccccc1Cl,-1.1,-7,-4,3,1,27,0,-11,11,-6
CN(CC(=O)Nc1ccc(Cl)cc1)C(=O)c1cccc(S(=O)(=O)NCc2ccccc2)c1,-0.9,-5,0,3,-9,-3,-3,17,-17,9
COc1ccc(OC)c(NC(=O)NCc2ccc(F)cc2)c1,1.4,0,-4,-2,2,33,-2,29,-29,4
COc1ccc(CCNC(=O)C2CCCN(S(=O)(=O)c3cnc[nH]3)C2)cc1OC (stereo not drawn),2.0,-1,.,2,-10,15,-2,-11,11,-7
C=CCN(C(=O)CNC(=O)c1ccco1)C(C(=O)NC1CCCCC1)c1ccccc1 (stereo not drawn),0.3,2,-4,-7,11,-8,1,-7,7,-5
CCCC(=O)N=C1SC2CS(=O)(=O)CC2N1c1ccc(C(C)=O)cc1 (stereo not drawn),0.7,-1,-2,0,-7,7,-3,-3,3,2

# Single entries from the entries so far:
# Cc1ccccc1NC(=O)Cn1nc(-c2ccc(Cl)s2)ccc1=O @ Arr AP2 block: 3
# COc1ccc(CCNC(=O)C2CCCN(S(=O)(=O)c3cnc[nH]3)C2)cc1OC (stereo not drawn) @ SR-BI HDL uptake: -11

# Next part
SMILES,LANA DNA inh,RTF Ca sens inh,NSD2 HMT inh,Keap1-Nrf2 PPI,PKA-R2B act,Arr AP2 block,DAGLB inh,SR-BI HDL uptake,SR-BI uptake up,PvdQ inh
CCN(CC)S(=O)(=O)c1cc(NC(=O)C(C)N2CCN(Cc3ccc4c(c3)OCO4)CC2)ccc1C (stereo not drawn),0.0,0,0,-6,-8,-4,0,-2,2,-19
COc1cccc(Oc2ccc(OC)cc2C(=O)O)c1,1.1,-5,14,-5,8,-8,2,-20,20,-15
Cc1ccc(C(=O)N(C)CCOc2ccccc2)cc1S(=O)(=O)N1CCOCC1,0.2,-3,0,-4,-6,-5,0,-1,1,-11
CC(C)C(=O)Nc1cccc(C(=O)Nc2cc([N+](=O)[O-])ccc2F)c1,0.3,-8,2,-3,4,-4,-1,11,-11,-10
Cc1cc(=O)oc2cc(OCC(=O)NCCCn3ccnc3)ccc12,0.6,-2,2,-2,-3,15,0,5,-5,3
CSc1ccccc1C(=O)C1CCCN(C(=O)CCN2CCCO2)C1 (stereo not drawn),0.8,-4,0,-2,-3,-7,-2,5,-5,-11
CCC1Sc2ccc(S(=O)(=O)N3CCN(c4ccccc4)CC3)cc2NC1=O (stereo not drawn),3.1,0,1,0,-15,1,5,-5,5,-5
CC(=O)c1ccc(N(C(=O)Cc2c[nH]c3ccccc23)C(C(=O)NC2CCCCC2)c2cccs2)cc1 (stereo not drawn),-1.3,-5,.,-9,-2,-3,2,3,-3,-8
c1ccc(COc2ncnc3c2ncn3CCCNCCN2CCOCC2)cc1,-0.1,-8,.,-3,-9,10,1,-13,13,-9
CC(C)(C)c1cc(CCC(=O)Nc2ccncc2)cc(C(C)(C)C)c1O,0.9,-4,-1,1,-1,-4,0,38,-38,-14
Cc1cc(O)c(C=Nc2ccc(Cl)cn2)c(=O)o1,2.6,-4,-1,-11,2,19,-2,2,-2,5
O=C(NCCNC(=O)c1ccc(Cl)cc1Cl)c1ccco1,2.8,0,0,5,5,2,-3,-12,12,19
CCOc1ccc(NC(=S)Nc2ccc(F)cc2)cc1,0.0,7,0,1,-4,-13,0,6,-6,-1
CCCCCNC(=O)Cc1cc(=O)[nH]c(=O)[nH]1,-8.5,-2,.,1,-2,26,3,-15,15,-2
Cc1cc(C)c(C)c(S(=O)(=O)N2CCN(c3ccccn3)CC2)c1C,-1.9,-5,-3,-2,-4,7,-6,38,-38,-20
CCc1nnc(NC(=O)CCc2ccc(C)o2)s1,0.3,-7,4,-4,2,-7,2,-28,28,-13
COc1ccc(-c2nnc(NC(=O)CS(=O)(=O)c3ccc(F)cc3)o2)cc1,1.4,-8,0,-2,-8,-13,3,-17,17,-12
Cc1cc(C(=O)NCc2ccccc2Cl)n(-c2ccccc2)n1,0.9,-1,2,-3,-8,13,0,-7,7,8
COCc1cc(=O)[nH]c(SC)n1,0.9,-6,-2,-2,0,-20,-1,-21,21,-11
Cc1ccc(NC(=O)CSCC(=O)NCc2ccco2)cc1,2.1,-7,1,2,-6,-11,1,-6,6,-7
Cc1cccc(NC(=O)C2CC(=O)N(Cc3ccccc3)C2)n1 (stereo not drawn),0.3,-3,-10,-4,-10,28,1,-16,16,-2
